# Bioassay records from PubChem BioAssay.
# Luciferase inh: inhibitors of firefly (Photinus pyralis) luciferase; AID 1347043; 2.5% of 76,000 active; Potency, µM (series often up to 115 µM), for the others: at the highest dose activity change, negative = inhibition, usual class: inhibitors; purified P. pyralis luciferase, luminescence, biochemical; note: potency is the fitted concentration of half-maximal effect; nearly all actives have a fitted effect of over 65% in size
# Target sequence (P08659 whole entry, looked up): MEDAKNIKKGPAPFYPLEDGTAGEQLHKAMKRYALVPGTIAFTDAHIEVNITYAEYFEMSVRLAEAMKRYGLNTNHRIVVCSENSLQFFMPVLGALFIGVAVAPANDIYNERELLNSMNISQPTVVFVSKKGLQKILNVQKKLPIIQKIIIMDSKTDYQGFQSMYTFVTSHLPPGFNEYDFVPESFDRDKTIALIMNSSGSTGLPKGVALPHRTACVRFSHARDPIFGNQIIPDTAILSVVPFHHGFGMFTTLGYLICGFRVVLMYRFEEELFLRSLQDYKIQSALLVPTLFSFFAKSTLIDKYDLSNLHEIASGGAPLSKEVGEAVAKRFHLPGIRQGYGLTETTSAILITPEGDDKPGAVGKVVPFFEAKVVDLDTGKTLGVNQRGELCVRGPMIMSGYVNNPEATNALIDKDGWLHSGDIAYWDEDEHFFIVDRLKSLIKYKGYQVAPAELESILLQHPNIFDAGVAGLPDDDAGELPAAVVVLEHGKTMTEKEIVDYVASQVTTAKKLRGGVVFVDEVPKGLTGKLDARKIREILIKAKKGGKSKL
#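 FLuc 10nM, D-luciferin 10uM, ATP 10uM, Mg acetate 10mM, Tris acetate pH 7.5, Tween/BSA; cpd qHTS; enzyme added last; CCD luminescence.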
# NIH3T3 tox: cytotoxic compounds in NIH 3T3 cells. NIH 3T3 viability, CellTiter-Glo ATP luminescence, 48-72 h. Potency, µM (top dose mostly 96.7 µM), without a hit: top-dose activity change, negative = cytotoxicity, actives largely listed as inhibitors. 4.3% of 94,000 active. AID 1345082; note: potency is the fitted concentration of half-maximal effect; nearly all actives have a fitted effect of over 55% in size
#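 First NIH 3T3 cells are plated at 400 cells/well; next compound is pinned in; then plates incubate 48 or 72 hr at 37 °C; finally CellTiter-Glo is added and luminescence read after 10 min.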
# IP6K1 inhibitor: inhibitors of human IP6K1 | 0.81% of 140,000 active | activity change, % (series mostly up to about 58 µM) | Q92551 | IP6K1 kinase, ADP-Glo luminescence, 2 h; active compounds read low; in the data active = activity change below about -25%
#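 ADP-Glo luminescence measures ADP made by human IP6K1 during a 2 h RT reaction with ATP/IP6 (mix at 1.3 mM/130 uM); top library doses 57.5 and 19.1 uM final.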
# HEK293 tox: HEK 293 cell cytotoxicity. HEK 293 viability, ATP luminescence (CellTiter-Glo), 48-72 h. Potency, µM (series often up to 115 µM), without a hit: at the top dose activity change, negative = cytotoxicity, most hits filed as inhibitors. 6.6% of 94,000 active; note: potency is the fitted concentration of half-maximal effect; nearly all actives have a fitted effect of over 60% in size
#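 Pintool-delivered compounds were incubated with HEK 293 cells (250 cells/well) at 37 degree Celsius for 48 or 72 hr. ATP-dependent luminescence (CellTiter-Glo) then reported remaining viable cells.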
# HEK293 viab: reduces viability of HEK-293 SNCA reporter cells. 0.12% of 150,000 active. Potency, µM (top dose mostly 57.1 µM), for the others: top-dose activity change, negative = cytotoxicity, usual class: cytotoxic. HEK-293-SNCA-luc viability, GF-AFC fluorescence, 24 h;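 note: potency is the fitted concentration of half-maximal effect; 0% = DMSO-treated cells and -100% = medium-only wells without cells; nearly all actives have a fitted effect of over 30% in size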
#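 HEK-293-SNCA-luc cells (1500/well) plated 24 h, then exposed 24 h to a dilution series; GF-AFC added 30 min at 37C, fluorescence 405/540 nm; normalised to medium-only and DMSO wells, Hill fit.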
# SNCA expr inh: inhibitors of alpha-synuclein (SNCA) gene expression; HEK-293 SNCA-luciferase knock-in, luminescence, 24 h; Potency, µM (titrated, usually from 57.2 µM), for the others: at the top dose activity change, negative = inhibition, most hits filed as inhibitors; 0.17% of 140,000 active; AID 1671194;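 note: potency is the fitted concentration of half-maximal effect; plate controls were DMSO cells for no effect and cell-free wells for full effect; nearly all actives have a fitted effect of over 45% in size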
# GPT2 inhibitor: blocks human glutamate pyruvate transaminase 2; 0.25% of 100,000 active; Potency, µM (highest dose often 57.7 µM), without a hit: top-dose activity change, negative = inhibition, actives largely listed as inhibitors; Recombinant GPT2, coupled pyruvate oxidase/HRP Amplex Red fluorescence; note: potency is the fitted concentration of half-maximal effect; nearly all actives have a fitted effect of over 60% in size; many of its hits are not listed in these tables
# Target sequence (Q8TD30 whole entry, looked up): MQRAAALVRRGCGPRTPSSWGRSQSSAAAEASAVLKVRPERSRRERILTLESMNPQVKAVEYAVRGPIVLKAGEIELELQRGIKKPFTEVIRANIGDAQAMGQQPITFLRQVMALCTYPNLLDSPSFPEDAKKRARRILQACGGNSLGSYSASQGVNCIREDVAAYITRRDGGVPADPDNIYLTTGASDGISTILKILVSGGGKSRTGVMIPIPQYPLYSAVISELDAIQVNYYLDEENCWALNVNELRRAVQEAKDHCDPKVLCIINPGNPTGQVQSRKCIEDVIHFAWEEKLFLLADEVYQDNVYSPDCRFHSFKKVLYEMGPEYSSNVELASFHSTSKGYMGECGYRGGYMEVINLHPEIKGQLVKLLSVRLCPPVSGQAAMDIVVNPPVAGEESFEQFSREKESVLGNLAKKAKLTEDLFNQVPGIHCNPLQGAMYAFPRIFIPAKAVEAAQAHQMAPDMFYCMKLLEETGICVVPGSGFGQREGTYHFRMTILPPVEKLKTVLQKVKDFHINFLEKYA
#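 Fluorescence of coupled pyruvate oxidase/HRP/Amplex Red system (50uM Amplex, 30 min, dark) reports pyruvate formed by GPT2. Enzyme reaction: 10ng/uL GPT2, 2mM L-alanine, 250uM a-KG, 30 min room temperature, pH 7.5; 50uM AOA control.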
# * hit, by the source's call; i = inactive; ? = inconclusive; · = not tested or not shown; [ ] = another dose, or the depositor's remark. Unless noted, calls come from the whole dose curve; as a rule, active = well fitted curve in the direction sought with a large enough effect; inconclusive = small, poorly fitted or top-dose-only effect, or another doubt; inactive = no such curve, though single readings can be large; an effect the other way counts as inactive or inconclusive. Unless noted, % is set by controls: 0 for no effect and ±100 for the full control effect.
1. Cn1ncc2c(C(=O)N3CCN(Cc4ccccc4)CC3)cc(-c3cccc(F)c3)nc21
2. O=C(NC1CCN(Cc2ccc(-c3ccsc3)cc2)C1)c1ccccc1Cl (stereo not given)
3. O=C(O)[C@@H]1CSCN1
4. CCn1cc(S(=O)(=O)N[C@@H]2CN(c3ncccn3)C[C@H]2CN(C)C)cn1
5. O=C1CC2CCCC(C1)N2C(=O)c1ccccc1Cl
6. CCOc1ccc(NC(=O)c2cccc3c(=O)c4c([nH]c23)CCCC4)cc1

assay / entry,1,2,3,4,5,6
Luciferase inh,·,·,·,6%,-10%[172 µM],·
NIH3T3 tox,?,?,·,-15%,-18%[138 µM],·
IP6K1 inhibitor,10,-4,-2,22,9,1
HEK293 tox,?,45µM*,·,i,-5%[172 µM],·
HEK293 viab,·,-30%,35%[23.9 µM],6%,23%[87.6 µM],6%
SNCA expr inh,·,?,-8%[25.6 µM],8%,7%[87.6 µM],14%
GPT2 inhibitor,·,5%,i,i,i,·

7. COCCn1nnnc1C1CC2(CCOCC2)C(=O)N1Cc1ccc(C)c(C)c1 (stereo not given)
8. COCCc1noc(CC2CCOC3(CCN(C(=O)c4ccc(OC)cc4)CC3)C2)n1 (stereo not given)
9. Cn1nnc2c(N3CCN(c4ccccc4)CC3)ncnc21
10. COc1ccc2c(c1)OCC(CNC(=O)CCc1ccccc1F)C2 (stereo not given)
11. O=c1[nH]ccn1C1CCN([S+](=O)([O-])c2cccc(C(F)(F)F)c2)CC1
12. O=C(O)c1ccc(CN2C[C@H](O)C[C@H]2c2nc(CS(=O)(=O)c3ccc(F)cc3)no2)cc1

assay / entry,7,8,9,10,11,12
Luciferase inh,·,·,·,2%,·,1%
NIH3T3 tox,-21%,-6%,·,-19%,?,-2%
IP6K1 inhibitor,-5,14,-13,6,-8,5
HEK293 tox,-6%,-4%,·,-18%,-19%,-5%
HEK293 viab,?,7%,-14%,6%,-1%,-8%
SNCA expr inh,-2%,3%,49%[activator],17%,22%,7%
GPT2 inhibitor,?,i,·,2%[11.5 µM],i,i

13. CCC(C)(C)C(=O)NCCc1noc(-c2ccccc2)n1
14. NC(=O)C1Cc2ccccc2CN1C(=O)CCc1nc2ccccc2[nH]c1=O (stereo not given)
15. CCN(CC)c1ccc(C(=O)NCc2ccc3c(c2)CCN3C(=O)c2cccc(C)c2)cc1
16. O=C(NCC(c1ccc2c(c1)OCO2)N1CCOCC1)c1ccccc1F (stereo not given)
17. COCCOCC(=O)N1CCCCCNC(=O)[C@@H]2CCCC[C@@H]21
18. O=C(NCCCN1CCCCC1)c1ccc2c(c1)N(S(=O)(=O)c1ccccc1)CC2

assay / entry,13,14,15,16,17,18
Luciferase inh,?,1%,·,·,-6%,-2%
NIH3T3 tox,-12%,-1%,·,·,-6%,-5%
IP6K1 inhibitor,12,-7,-1,-8,-6,5
HEK293 tox,?,1%,·,·,-1%,?
HEK293 viab,11%,5%,-1%,-17%,3%,5%
SNCA expr inh,73%[activator],-28%,74%[activator],-89%,8%,?
GPT2 inhibitor,i,-8%,·,·,i,-16%

19. CC(=O)NC1CCCN(Cc2cccc(OCCN3CCOCC3)c2)C1 (stereo not given)
20. CCOc1ccc(NC(=O)CSc2cn(CC(=O)N3CCOCC3)c3ccccc23)cc1
21. CCOc1ccccc1CNS(=O)(=O)c1ccc2c(c1)CCCN2C(C)=O
22. O=C(Cc1ccccn1)NC1CCN(c2nc3ncccc3o2)C1 (stereo not given)
23. O=C(c1cccc(F)c1)N1CC(Oc2ccc(-c3noc(C4CCOCC4)n3)cc2)C1
24. CNC(=O)c1cc(-c2cnn(C)c2)cc2c1OCCN2Cc1cccnc1

assay / entry,19,20,21,22,23,24
Luciferase inh,9%,·,·,·,0%,3%[172 µM]
NIH3T3 tox,-7%,·,·,-13%[138 µM],?,40µM*
IP6K1 inhibitor,11,6,-16,22,-3,-11
HEK293 tox,-15%,·,·,-13%[172 µM],?,i
HEK293 viab,-1%,2%,10%,-5%[87.6 µM],-20%,-2%[87.6 µM]
SNCA expr inh,5%,?,-10%,-6%[87.6 µM],?,33%[activator][87.6 µM]
GPT2 inhibitor,?,·,·,i,2%,i

25. COC(=O)N1CCC2(CC1)CC(c1cccc(C(F)(F)F)c1)=NO2
26. CCC(=O)N(C1CCOCC1)C1CCN(Cc2cccc(F)c2F)CC1
27. COC1CN(C(=O)c2cccc(C#N)c2)CCC(=O)N(C)c2ccccc21 (stereo not given)
28. C[S+](=O)([O-])N1CC2(CCN(Cc3ccccn3)CC2)Cc2ccccc21
29. Cc1cc(C)n(CC(=O)N2CCCC3(C2)Nc2cccnc2NC3=NC2CCCC2)n1 (stereo not given)
30. CSc1cccc(NC(=O)Cn2ccn3nc4c(c3c2=O)CCCCC4)c1

assay / entry,25,26,27,28,29,30
Luciferase inh,·,0%,·,·,0%,-24%
NIH3T3 tox,?,1%,-24%[46.1 µM],-10%,-26%,-9%
IP6K1 inhibitor,24,10,-8,8,20,33
HEK293 tox,?,2%,?,-14%,-12%,?
HEK293 viab,·,0%,4%[23.9 µM],2%,-3%,-8%
SNCA expr inh,·,-19%,9%[25.6 µM],-5%,-7%,-18%
GPT2 inhibitor,·,-4%,-5%[27.3 µM],-2%,-18%,i

31. Cc1ccc2c(c1)N(CCCC(=O)NCc1cccc(F)c1)C(=O)CO2
32. COC(=O)c1ccccc1NC(=O)Cn1c(CCC(=O)O)ccc1-c1cccs1
33. COC(=O)[C@@H]1Cc2c([nH]c3ccccc23)[C@H]2C[C@H](NCCNC(C)=O)C[C@@H](c3ccc(C(F)(F)F)cc3)N21
34. COc1ccc(CN2C(=O)[C@@H]3C[C@@H](CN3Cc3cccnc3)Oc3ccccc32)cc1
35. COc1cccc(C(=O)N2CCCN(c3cc(-c4ccc(Cl)cc4)[nH]n3)CC2)c1OC
36. Cc1ccc(C(=O)c2oc3ccccc3c2NC(=O)c2cc(=O)c3cc(C)ccc3o2)cc1

assay / entry,31,32,33,34,35,36
Luciferase inh,·,·,-5%,-6%[172 µM],-3%,·
NIH3T3 tox,·,·,28µM*,?,?,·
IP6K1 inhibitor,3,-11,10,-4,5,-19
HEK293 tox,·,·,20µM*,?,?,·
HEK293 viab,-7%,-3%,0%,-18%[87.6 µM],-9%,1%
SNCA expr inh,-3%,-7%,17%,23%[87.6 µM],-5%,-5%
GPT2 inhibitor,·,·,1%,i,?,·

37. COCc1cn([C@H]2CO[C@H]3[C@@H]2OC[C@@H]3NC(=O)Nc2cccc(C#N)c2)nn1
38. COCCC(=O)N1CCC2(CCCCO2)CC1
39. COCCCNC(=O)N1CCC2(CC1)CN(Cc1ccc(OC)cc1)C2=O
40. CC(=O)Nc1ccc(C(=O)N2CCC3(CC2)N=C(c2ccccc2)NO3)cc1
41. O=C(CCC1CCCN(Cc2cccn2-c2nccs2)C1)Nc1ccccc1F (stereo not given)
42. COCCCNc1nc2c([S+](=O)([O-])c3cc(OC)ccc3OC)nnn2c2ccccc12

assay / entry,37,38,39,40,41,42
Luciferase inh,-23%[172 µM],3%,-1%,35µM*,0%,·
NIH3T3 tox,?,i,-19%,0%,-24%,-74%
IP6K1 inhibitor,7,15,44,-14,-4,2
HEK293 tox,?,i,0%,-1%,-28%,?
HEK293 viab,9%[87.6 µM],2%,7%,-18%,0%,1%
SNCA expr inh,6%[87.6 µM],10%,3%,180%[activator],30%,-25%
GPT2 inhibitor,?,-8%,-10%,4%,i,-2%

43. COc1ccc(CN2C[C@H]3CN(S(=O)(=O)c4ccc(OC)cc4)CCN3C2=O)cc1
44. CCc1nc2c(c(-c3ccc(Cl)cc3)n1)CCN([S+](=O)([O-])c1cccs1)CC2
45. COc1ccc(-c2nn(-c3ccccc3)cc2CN2C[C@@H](C)O[C@@H](C)C2)c(F)c1
46. CCOCc1nc(C2CCCN(C(=O)NCCc3ccccc3)C2)no1 (stereo not given)
47. Cn1ncc(N2CCCC(CC(=O)NCc3ccccn3)C2)cc1=O (stereo not given)
48. Cc1ccc(C(=O)c2cn(CC(=O)Nc3ccc4c(c3)OCCO4)c3nc(C)ccc3c2=O)cc1
49. FC(F)Oc1ccccc1CN1CCCC(Nc2ccccc2)C1 (stereo not given)
50. CC(C)CNc1ccc2c(n1)C(C)(C(=O)NCc1cnccn1)CN(Cc1ccccc1)C2 (stereo not given)

assay / entry,43,44,45,46,47,48,49,50
Luciferase inh,-4%[172 µM],0%,12%,-11%,1%,·,16%,-6%
NIH3T3 tox,?,?,-29%,1%,?,·,-23%,?
IP6K1 inhibitor,-6,0,-10,16,6,-2,-5,-5
HEK293 tox,?,?,?,-4%,-13%,·,-21%,?
HEK293 viab,-16%[87.6 µM],-20%,-3%,-5%[12.5 µM],-2%,-15%,-1%,1%
SNCA expr inh,-2%[87.6 µM],15%,25%,58%[activator],12%,1%,38%[activator],-11%
GPT2 inhibitor,-6%[88.5 µM],i,i,i,i,·,i,-14%

# Molecules above that have an aryl methoxy group, in the order listed:
8. COCCc1noc(CC2CCOC3(CCN(C(=O)c4ccc(OC)cc4)CC3)C2)n1 (stereo not given)
10. COc1ccc2c(c1)OCC(CNC(=O)CCc1ccccc1F)C2 (stereo not given)
34. COc1ccc(CN2C(=O)[C@@H]3C[C@@H](CN3Cc3cccnc3)Oc3ccccc32)cc1
35. COc1cccc(C(=O)N2CCCN(c3cc(-c4ccc(Cl)cc4)[nH]n3)CC2)c1OC
39. COCCCNC(=O)N1CCC2(CC1)CN(Cc1ccc(OC)cc1)C2=O
42. COCCCNc1nc2c([S+](=O)([O-])c3cc(OC)ccc3OC)nnn2c2ccccc12
43. COc1ccc(CN2C[C@H]3CN(S(=O)(=O)c4ccc(OC)cc4)CCN3C2=O)cc1
45. COc1ccc(-c2nn(-c3ccccc3)cc2CN2C[C@@H](C)O[C@@H](C)C2)c(F)c1

assay / entry,8,10,34,35,39,42,43,45
Luciferase inh,·,2%,-6%[172 µM],-3%,-1%,·,-4%[172 µM],12%
NIH3T3 tox,-6%,-19%,?,?,-19%,-74%,?,-29%
IP6K1 inhibitor,14,6,-4,5,44,2,-6,-10
HEK293 tox,-4%,-18%,?,?,0%,?,?,?
HEK293 viab,7%,6%,-18%[87.6 µM],-9%,7%,1%,-16%[87.6 µM],-3%
SNCA expr inh,3%,17%,23%[87.6 µM],-5%,3%,-25%,-2%[87.6 µM],25%
GPT2 inhibitor,i,2%[11.5 µM],i,?,-10%,-2%,-6%[88.5 µM],i

# Some of the compounds tested. The share of hits here may be higher or lower than overall.
